Source: PubChem
NOD2 RIPK2 PPI: blocks binding of human NOD2 to RIPK2; O43353; CHO BLA complementation NOD2-RIPK2, CCF4 ratio; inhibition, % at 4.98 µM; 0.38% of 360,000 active; in the data active means inhibition above about 21%;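 further: 0% = vehicle only and 100% = reference blocker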
ABCB6 inh MLPCN: inhibitors of human ABC transporter ABCB6; Q9NP58; K562-ABCB6 porphyrin accumulation, flow cytometry, 1 h; hits give low values; fluorescence ratio to DMSO, % at 10 µM; 0.19% of 360,000 active; AID 602162;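 active means fluorescence ratio to DMSO below 75%, the collection mean minus 3 SD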;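 further: signal is porphyrin accumulated inside mitochondria; 100% equals median channel fluorescence of DMSO control wells; lower ratio means ABCB6 inhibition with less porphyrin fluorescence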
N-glyco inh: blocks N-linked glycosylation in D54 reporter cells | 0.23% of 360,000 active | reporter increase, % at 12.5 µM | D54 ERlucT glycosylation luciferase reporter, 24 h; percent of 100 nM tunicamycin response;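 active means mean luciferase reporter signal, scaled so untreated is 0 and the glycosylation-blocking control 100, at or above a set limit in every replicate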;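 further: luciferase carries N-glycosylation sites so blocking glycosylation raises the light; 0% = median of neutral control wells and 100% = median of 100 nM tunicamycin wells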
ABHD5-PLIN5 inh: inhibitors of human ABHD5-perilipin-5 interaction; inhibition, % at 4 µM; 0.78% of 360,000 active; Q00G26+Q8WTS1; Split G. princeps luciferase complementation, luminescence, 4 h;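 active means inhibition above the mean inhibition across every tested compound plus 3 SD, cut at about 22% in these data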;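 further: 0% = DMSO only wells and the 100% control is not disclosed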
Target sequence (Q00G26 whole entry, looked up): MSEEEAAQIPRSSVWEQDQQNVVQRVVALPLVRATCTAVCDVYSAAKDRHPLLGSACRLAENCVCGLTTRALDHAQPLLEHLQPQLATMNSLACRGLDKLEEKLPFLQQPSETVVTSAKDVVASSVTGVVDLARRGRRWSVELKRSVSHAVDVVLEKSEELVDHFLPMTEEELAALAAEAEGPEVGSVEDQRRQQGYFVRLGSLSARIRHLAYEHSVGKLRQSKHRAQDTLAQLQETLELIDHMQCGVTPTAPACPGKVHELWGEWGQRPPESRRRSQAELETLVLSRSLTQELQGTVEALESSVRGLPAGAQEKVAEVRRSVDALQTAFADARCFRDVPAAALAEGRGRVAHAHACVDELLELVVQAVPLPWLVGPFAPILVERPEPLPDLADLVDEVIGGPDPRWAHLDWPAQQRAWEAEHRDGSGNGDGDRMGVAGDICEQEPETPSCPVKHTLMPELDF
Target sequence (Q8WTS1 whole entry, looked up): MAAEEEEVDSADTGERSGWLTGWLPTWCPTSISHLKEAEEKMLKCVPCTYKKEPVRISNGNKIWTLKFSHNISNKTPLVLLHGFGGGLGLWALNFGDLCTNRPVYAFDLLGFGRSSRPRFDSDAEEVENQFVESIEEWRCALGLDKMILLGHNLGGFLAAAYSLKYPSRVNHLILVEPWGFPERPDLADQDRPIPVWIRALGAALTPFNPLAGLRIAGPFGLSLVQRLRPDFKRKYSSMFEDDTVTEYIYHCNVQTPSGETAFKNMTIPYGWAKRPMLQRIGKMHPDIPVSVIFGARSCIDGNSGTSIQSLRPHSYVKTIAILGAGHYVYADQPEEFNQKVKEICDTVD
MC4R barr agon: activates human MC4R beta-arrestin recruitment. P32245. U2OS MC4R beta-arrestin complementation, luminescence; percent of melanotan II response, DMSO zero. activation, % at 8.9 µM. 0.98% of 360,000 active. AID 540308;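 active means activation above a per-plate cutoff, the mean activation of sample wells on that plate plus 3 SD, cut at about 8% in these data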
Cardio protect: myocardial damage modulation in H9c2 cells | 0.63% of 360,000 active | AID 588492 | H9c2 cardiomyocytes, H2O2 injury protection, ATPLite, 2 h | protection from H2O2 cell death, % at 20 µM;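 active means compounds giving at least 50% protection of heart cells from peroxide-induced death in the single-dose screen, raw or plate-pattern-corrected value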;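 further: 0% = DMSO wells with peroxide and 100% = DMSO wells without peroxide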
m5-HT2A agonist: activates the mouse 5-HT2A serotonin receptor; P35363; CHO-K1 mHTR2A beta-arrestin complementation, luminescence; percent of 30 µM serotonin response; activation, % at 7.6 µM; 0.66% of 360,000 active; AID 624169;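 active means activation above a run cutoff, the mean activation of all tested compounds plus 3 SD, cut at about 14% in these data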;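 further: 0% = plate median of compound wells and 100% = 30 µM serotonin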
SRC2 inh: inhibits human steroid receptor coactivator 2. AID 651957. 0.17% of 370,000 active. inhibition, % at 9 µM. Q15596. HEK293 GAL4-SRC2 luciferase reporter, luminescence;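 active means inhibition above the mean inhibition of all tested compounds plus 3 SD, set per campaign, cut at about 52% in these data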;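 further: 0% = DMSO treated cells and 100% = cells given Gossypol at 36 µM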
MC4R antag cAMP: blocks human MC4R cAMP signaling; 0.48% of 360,000 active; P32245; AID 540295; MC4R-expressing cells, MTII-stimulated cAMP, LANCE TR-FRET; inhibition, % at 6.5 µM;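 active means inhibition above its plate's cutoff, the mean of tested wells on that plate plus 3 SD, cut at about 29% in these data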;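 further: 0% = Melanotan II alone and 100% = Melanotan II plus saturating MCL0020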
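Assay system: U2OS-MC4R stable cell line; Also added: Melanotan II; Technique: Eu-cAMP/anti-cAMP TR-FRET, emission 671 nm; Times: 30-min compound, 1-h challenge, 1-h detection, room temperature.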
TLR9-MyD88 block: blocks human TLR9 binding to MyD88; CHO BLA complementation TLR9-MyD88, CCF4 FRET ratio; 0.21% of 340,000 active; inhibition, % at 4.98 µM; Q9NR96+Q99836;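 active means inhibition above the mean over all tested compounds plus 3 SD, cut at about 21% in these data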;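 further: 0% = DMSO only wells and 100% = clavulanate BLA inhibitor control wells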
Starred values were filed as active, the others as inactive; / = no result given. Not all compounds are listed; the hit share may differ from the screen's.

SMILES | NOD2 RIPK2 PPI | ABCB6 inh MLPCN | N-glyco inh | ABHD5-PLIN5 inh | MC4R barr agon | Cardio protect | m5-HT2A agonist | SRC2 inh | MC4R antag cAMP | TLR9-MyD88 block
C=C1CC[C@@H]2[C@](C)(CCC[C@@]2(C)/C=C/[C@@H](O)C(C)(C)O)[C@H]1CC(=O)NCCS(=O)(=O)O | -3.1 | 94.0 | 3.9 | 5.3 | -3.1 | -3.0 | -0.1 | -9.0 | -2.9 | -2.5
O=C(COC(=O)CCCOc1ccc(Cl)cc1Cl)Nc1cccc(Cl)c1 | -0.6 | 98.0 | 0.5 | -2.6 | -1.1 | -4.8 | -4.0 | 4.4 | 3.5 | 7.5
C=CCSc1nc2sc3c(c2c(=O)[nH]1)CC(C)(CC)OC3 (configuration not stated) | 5.9 | 100.0 | 0.7 | -4.3 | 5.0 | -3.1 | -4.6 | -33.2 | 18.4 | 4.8
Cc1cccc2cc(CN(Cc3ccc(F)cc3)C(=O)N3CCOCC3)c(=O)[nH]c12 | 0.8 | 96.0 | -1.1 | -0.4 | -1.7 | 0.6 | -0.6 | -5.9 | 5.4 | 3.5
COc1ccc(NC(=O)CC2C(=O)N(c3cccc(OC)c3)C(=O)N2C(C)C)cc1 (configuration not stated) | 2.8 | 82.0 | 1.4 | -3.0 | 0.5 | 7.6 | -4.5 | -7.6 | 6.6 | -2.7
Cc1cc(C)c(C)c(S(=O)(=O)NC(C)C(=O)O)c1C (configuration not stated) | -6.2 | 100.0 | 1.2 | 4.0 | 1.0 | -3.3 | 6.1 | -38.5 | 6.6 | -4.9
Cc1cc(C)c(S(=O)(=O)N2CCN(C(=O)c3cc4ccccc4o3)CC2)c(C)c1 | -5.7 | 92.0 | 0.0 | -1.5 | 0.8 | -3.0 | 1.5 | 2.1 | 3.8 | -7.6
O=C(CSC1=NCCS1)Nc1nc2c(s1)CCCC2 | -3.1 | 98.0 | 2.0 | -17.5 | -3.1 | 3.5 | 5.5 | -21.6 | 2.3 | -1.7
CN(C)CCOC(=O)/C(=C/c1cn(C)c2ccccc12)NC(=O)c1ccccc1 | 5.3 | 97.0 | 3.3 | 4.4 | -3.1 | 14.1 | 2.6 | -39.6 | 2.8 | -1.2
COc1ccc(Cl)cc1C(=O)Nc1ccc(NC(C)=O)cc1 | -3.8 | 97.0 | 3.5 | 2.2 | 0.0 | 3.8 | 0.6 | -6.5 | 16.6 | -3.0
ClC1(Cl)CC1CSc1nnc(-c2ccncc2)o1 (configuration not stated) | -6.7 | 103.0 | -5.0 | -6.6 | -1.2 | 2.2 | 1.3 | 8.0 | 24.0 | -3.8
Cc1ccc2c(c1)COc1c3ccc(C(=O)N4CCOCC4)cc3nn1-2 | 4.1 | 102.0 | -0.5 | -14.7 | -1.9 | -5.5 | -2.6 | -70.1 | -2.1 | -2.8
COc1ccc(OC)c(CC(NC(C)=O)C(=O)NC2CCN(c3nc(OC)nc(OC)n3)CC2)c1 (configuration not stated) | -0.9 | 98.0 | -0.7 | 2.3 | -4.5 | 4.9 | -0.3 | -15.7 | -0.8 | -1.4
O=S(=O)(/N=C(\c1ccc(F)cc1)N1CCOCC1)c1ccccc1 | 1.5 | 101.0 | -0.7 | 6.3 | -0.4 | 1.1 | 2.3 | -1.3 | 13.0 | -8.1
Cc1cc(NC(=O)CCCn2nc([N+](=O)[O-])c(Cl)c2C)no1 | -5.3 | 94.0 | 4.1 | 2.3 | 0.9 | 0.7 | 2.8 | -24.6 | -2.8 | 5.5
CC(=O)N1CSCC1C(=O)NNS(=O)(=O)c1cccc(C(F)(F)F)c1 (configuration not stated) | 6.9 | 96.0 | 0.1 | -2.8 | -2.8 | 0.1 | -5.9 | -2.5 | 4.4 | -0.8
O=C(Nc1cccc(F)c1)c1ccc(S(=O)(=O)NCC2CCCO2)cc1 (configuration not stated) | 5.6 | 103.0 | -1.6 | -5.6 | -0.8 | -7.6 | -4.6 | 3.7 | 7.7 | 5.9
COc1ccc(N(CC(=O)Nc2ccc(S(=O)(=O)N3CCCC3)cc2)S(C)(=O)=O)cc1OC | -9.9 | 99.0 | 0.9 | -5.2 | -1.5 | -3.3 | -3.3 | -13.8 | 2.9 | -0.2
O=C1ON=C(c2ccccc2)/C1=C/c1ccc(O)c(O)c1 | -14.6 | 104.0 | -7.2 | -5.2 | -1.7 | 57.6* | 6.9 | -25.8 | 8.7 | 4.3
COc1ccc(NC(=O)COC(=O)CCCc2c[nH]c3ccccc23)cc1OC | 3.7 | 99.0 | -0.3 | 0.7 | -0.9 | -4.1 | 2.9 | / | 2.8 | -8.1
CCOC1=C2CN(S(=O)(=O)c3ccc(C)cc3)CC[C@@H]2N(S(=O)(=O)c2ccc(C)cc2)[C@H](c2ccccc2)C1 | 0.1 | 90.0 | 0.0 | -9.3 | / | -3.9 | -1.0 | -2.1 | / | /
O=C(CSc1nc2ccccc2[nH]1)NC1CCS(=O)(=O)C1 (configuration not stated) | -8.5 | 105.0 | 1.7 | -0.3 | -0.7 | -0.2 | 1.4 | -1.4 | 7.6 | -1.6
COc1cccc(=O)c2c(C)n(-c3ccc(C(=O)O)cc3)c(C)c12 | -15.1 | 100.0 | 0.0 | 13.6 | 1.9 | -4.1 | 0.2 | -1.9 | 20.7 | -9.3
COc1ccc(CCNS(=O)(=O)CCNC(=O)c2ccc3c(c2)OCO3)cc1OC | 0.8 | 102.0 | 0.2 | -1.8 | -2.9 | -2.5 | 9.2 | -9.5 | 2.8 | 5.5
CCC(C)Nc1nc2c(c(=O)[nH]c(=O)n2C)n1CCC(C)C (configuration not stated) | -16.2 | 105.0 | 4.3 | 2.0 | -0.2 | -2.0 | -4.1 | -23.3 | 4.5 | 2.1
CCCCCCCOC(=O)C[N+](C)(C)CCOC1CC2CCC1(C)C2(C)C (configuration not stated) | 0.3 | 104.0 | 10.1 | 9.1 | 11.6* | -30.8 | -5.2 | 3.1 | -4.6 | -8.9
C/C(=N\NC(=O)OC(C)(C)C)c1ccc[nH]1 | -11.1 | 98.0 | -4.4 | 0.2 | -0.9 | -10.4 | 2.2 | -83.5 | 25.4 | 3.2
O=[N+]([O-])c1ccc2c(c1)S(=O)c1ccccc1-2 (configuration not stated) | -7.2 | 97.0 | 1.1 | 6.6 | 1.8 | 3.0 | -0.7 | 10.4 | -1.9 | -14.3
CC(C)N1C(=O)/C(=C\c2nc3ccccc3c(=O)[nH]2)c2ccccc21 | 14.8 | 92.0 | 15.6 | 18.0 | 0.4 | 85.2* | -0.5 | -31.7 | -4.7 | 4.3
C=CCC1(CC=C)CCCN1C(=O)c1cc(COc2ccc(F)c(F)c2)on1 | -3.6 | 96.0 | -2.1 | -6.8 | 1.1 | -9.4 | 1.0 | 7.8 | -3.2 | -1.8
CN(CC(=O)Nc1cccc(F)c1)CC(=O)Nc1cccc(S(=O)(=O)N2CCCCC2)c1 | 7.6 | 93.0 | 0.1 | 14.5 | 0.1 | -9.8 | 3.7 | 1.2 | 0.8 | -11.9
CN1OC[C@@H]2CN(C(=O)C(C)(C)C)[C@H](c3ccc(-c4cccnc4)cc3)C[C@@H]21 | 0.2 | 87.0 | 1.0 | -0.2 | / | 6.2 | 5.0 | -18.2 | / | /
CCN(CC(=O)NCc1cccs1)C(=O)c1ccc(S(=O)(=O)Nc2ccccc2Cl)cc1 | -5.3 | 94.0 | -0.3 | -2.8 | -0.9 | 2.4 | -3.0 | -6.4 | 6.3 | -8.4
CC1CCCN(C(=O)COC(=O)CNC(=O)c2ccc(Br)cc2)C1 (configuration not stated) | -5.7 | 91.0 | 3.2 | 7.2 | -2.6 | 0.7 | -3.6 | -25.4 | 9.3 | -5.0
O=C(Cn1c(C(F)(F)F)nc2ccccc21)Nc1ccccc1C(=O)O | -13.1 | 104.0 | 1.3 | -1.0 | -4.0 | -4.9 | 0.6 | 11.1 | 11.2 | -8.4
COc1cc(S(=O)(=O)NCc2ccc(F)cc2)ccc1-n1cnnn1 | -13.8 | 91.0 | 2.1 | 5.9 | -1.2 | -9.3 | -2.3 | 16.9 | 2.5 | 7.5

One compound at a time (already shown). Screens in order: NOD2 RIPK2 PPI	ABCB6 inh MLPCN	N-glyco inh	ABHD5-PLIN5 inh	MC4R barr agon	Cardio protect	m5-HT2A agonist	SRC2 inh	MC4R antag cAMP	TLR9-MyD88 block
Record of O=C(Cn1c(C(F)(F)F)nc2ccccc21)Nc1ccccc1C(=O)O = -13.1	104.0	1.3	-1.0	-4.0	-4.9	0.6	11.1	11.2	-8.4
Record of O=C(CSC1=NCCS1)Nc1nc2c(s1)CCCC2 = -3.1	98.0	2.0	-17.5	-3.1	3.5	5.5	-21.6	2.3	-1.7

Additional entries follow.
SMILES | NOD2 RIPK2 PPI | ABCB6 inh MLPCN | N-glyco inh | ABHD5-PLIN5 inh | MC4R barr agon | Cardio protect | m5-HT2A agonist | SRC2 inh | MC4R antag cAMP | TLR9-MyD88 block
CCCNC(=O)C(Cc1ccccc1F)NC(=O)c1ccc(C#N)cc1 (configuration not stated) | -8.1 | 100.0 | -0.3 | -3.0 | 0.6 | 1.8 | 1.7 | -34.1 | -0.1 | -6.6
CC(=O)c1c(O)cc2n(c1=O)-c1ccc(Cl)cc1C2(C)C | 14.8 | 108.0 | 0.5 | 5.3 | 2.7 | 12.9 | -0.8 | 7.4 | 11.9 | -3.5
CCOc1cc(N2CCOCC2)c(OCC)cc1NC(=O)COC(=O)CCOc1ccc(C(C)(C)C)cc1 | -3.0 | 94.0 | 1.1 | -4.4 | -2.5 | -0.6 | 2.7 | 9.9 | 0.8 | -4.8
CSc1ncc(F)c(N(CCO)CCO)n1 | 0.5 | 105.0 | -0.4 | 1.6 | -1.9 | 8.4 | 1.8 | 20.7 | 10.1 | 15.0
Cc1ccc(-c2nn(C)c(=O)c3ccccc23)cc1S(=O)(=O)NCCN1CCOCC1 | 0.6 | 130.0 | 0.2 | 4.0 | -1.6 | 7.7 | 0.0 | -1.1 | 9.6 | -8.1
O=C(N/N=C/c1cn(-c2ccccc2)nc1-c1ccc(F)cc1)c1ccc(Br)o1 | -4.8 | 97.0 | -1.1 | -5.0 | 4.6 | -9.5 | 2.9 | -15.4 | 17.6 | -1.4
COc1ccc(NC(=O)CCCn2cnc3ccccc3c2=O)c(OC)c1 | -5.8 | 97.0 | -1.2 | 6.6 | 0.3 | -1.0 | -1.3 | 11.1 | 3.8 | -2.1
CCc1cccc(CC)c1NC(=O)c1ccccc1 | 3.8 | 95.0 | 3.3 | 2.5 | -1.7 | 5.1 | 4.1 | -3.7 | -0.6 | 9.9
CCNS(=O)(=O)c1ccc(C(=O)OCC(=O)N2CCCc3ccccc32)cc1 | 4.6 | 98.0 | -0.4 | -0.7 | 0.8 | 3.6 | -11.2 | 26.7 | 16.5 | -0.1
CCCCOc1ccc(N=Nc2ccc(N)nc2N)cn1 | 0.6 | 98.0 | 0.9 | -3.7 | -2.5 | -12.8 | 3.3 | -23.4 | 10.4 | -2.0
Cc1ncc(C[n+]2csc(C)c2C)c(N)n1 | -8.9 | 99.0 | 0.6 | 15.3 | 3.3 | -5.2 | 3.5 | -14.9 | -9.8 | 3.4
